Screening results as filed in PubChem BioAssay.
B2AR arrestin: qHTS assay of beta-arrestin-biased ligands of beta2-adrenergic receptor | Beta-2 adrenergic receptor (Homo sapiens), P07550 | Potency, µM (highest dose often 46.1 µM), inactives show at the top dose activation, most hits filed as activators | AID 492947, 2010 | actives 0.02% (n = 330,000) | beta-arrestin recruitment to beta2AR, cell-based reporter;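 further: potency means the concentration at half of the fitted maximal effect; 0% = DMSO controls and full agonism = EC100 isoproterenol or metaproterenol; nearly all actives have a fitted effect of over 65% in size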
MLL CXXC-DNA inh: qHTS Fluorescence Polarization Assay for Inhibitors of MLL CXXC domain - DNA interaction. MLL-CXXC / FITC-HOXA9 DNA fluorescence polarization. Potency, µM (top dose mostly 115 µM), for inactives: at the highest dose activity change, negative = inhibition, hits mostly inhibitors. actives 0.037% (n = 290,000). AID 2662, 2010; active means well fitted inhibition curve with a large enough effect in the polarisation, with a control signal flat, not every such curve was filed as active; inconclusive means small, poorly fitted or top-dose-only effect, or effect the other way, or a change in a side signal; inactive means no such curve, though single readings can be large or run the other way; the % refers to the polarisation; further: potency means the concentration at half of the fitted maximal effect
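Steps: dispense CXXC domain solution (7 uM) → pin compounds or unlabeled HOX-A9 DNA control → 5 min ambient → add FLSN-HOX-A9 solution (50 nM) → spin → 30 min ambient → fluorescence polarization. Tris pH 7.5/NaCl/DTT/BSA buffer.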
TRPV1 ag: HTS Assay for Compounds that Act as Agonists of the Vanilloid Receptor 1; Transient receptor potential cation channel subfamily V member 1 (Homo sapiens), Q8NER1; TRPV1-expressing cells, Fluo-8 calcium influx, agonist mode; activation, % at 8.33 µM; actives 0.19% (n = 320,000); AID 540275, 2011; in the data active means activation above about 80%; inconclusive means between about 30% and that limit; further: 0% is about no effect
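Cells expressing TRPV1 were dye-loaded with Fluo-8 and read kinetically: 10 s baseline, 3 min after compound (agonist portion), then 2 min after EC20 capsaicin (allosteric enhancer portion). Calcium-bound dye fluorescence at 480/520 nm.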
TCR activator: Activators of T cell receptors: qHTS campaign; 330,000 tested, under 10 active; primary human leukocytes, anti-CD3, IL-2 HTRF, 48 h; Potency, µM (series often up to 9.22 µM), for inactives: top-dose activation of IL-2 secretion, hits mostly activators; AID 504894, 2011; further: % of control where 0% means no effect
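Primary human leukocytes were stimulated with a-CD3 beads plus compounds for 48 hr without co-stimulation; secreted IL-2 was quantified by HTRF using a-IL-2-K (europium cryptate) and a-IL-2-d2, excited at 320nm with acceptor emission read at 665nm.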
PTAP TSG101 blk: qHTS Assay for Iinhibitors of HIV-1 Budding by Blocking the Interaction of PTAP/TSG101 | 340,000 tested, under 10 active | Fluorescence polarization, FITC-PTAP peptide / Tsg101 binding | Potency, µM (titrated, usually from 115 µM), for the others: top-dose activity change, negative = inhibition, most hits filed as inhibitors | Tumor susceptibility gene 101 protein (Homo sapiens), Q99816; active means well fitted inhibition curve with a large enough effect in the main read-out, with a control signal flat, not every such curve was filed as active; inconclusive means small, poorly fitted or top-dose-only effect, or effect the other way, or a change in a side signal; inactive means no such curve, though single readings can be large or run the other way; further: potency means the concentration at half of the fitted maximal effect; % of control where 0% means no effect
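FP read-out: FITC-PTAP peptide, 50 nM final, binding Tsg101 binding domain, 10 uM final; 20 min, r.t.; 10 mM HEPES pH 7.5, 0.15 M NaCl, 0.01% Tween 20, 3 mM EDTA, 0.1 mM TCEP.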
a7 integrin act: qHTS for Activators of Integrin-Mediated Alleviation for Muscular Dystrophy. alpha7betagal myoblasts, beta-gal FDG fluorescence, 48 h. Potency, µM (titrated, usually from 38.3 µM), for inactives: top-dose activation, actives largely listed as activators. actives 0.064% (n = 350,000);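 further: potency means the concentration at half of the fitted maximal effect; 100% = response of the positive control SU9516; nearly all actives have a fitted effect of over 60% in size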
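alpha7betagal+/- myoblasts (passage 13, 250/well) treated 48 h at 37C with compounds at 1:260 dilution of DMSO stock. Lysed, then beta-galactosidase activity read as FDG fluorescence (ex 480/em 540) after 30 min, with pre-read for autofluorescence.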
ELG1 repair inh: qHTS screen for small molecules that inhibit ELG1-dependent DNA repair in human embryonic kidney (HEK293T) cells expressing luciferase-tagged ELG1. actives 2.3% (n = 330,000). Potency, µM (top dose mostly 46.1 µM), for the others: at the highest dose activity change, negative = inhibition, hits mostly inhibitors. HEK293T ELG1-luciferase reporter, luminescence, 16 h; DNA damage induced by 5-fluorouridine; further: potency means the concentration at half of the fitted maximal effect; on the % scale 0 is the no-effect control and ±100 the full control effect; nearly all actives have a fitted effect of over 55% in size
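5-Fluorouridine DNA damage + compound/DMSO, 2,000 cells/well, 16 h, 37 °C/5% CO2. ONE-Glo, 30 min RT, luminescence. Readout = decrease in reporter signal.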
p53 reactivation: qHTS assay for re-activators of p53 using a Luc reporter. actives 0.063% (n = 320,000). Potency, µM (top dose mostly 92.2 µM), inactives show at the top dose activity change, positive = activation, most hits filed as activators. H1299 p53-A138V BP100-luciferase reporter, luminescence, 24 h; further: potency means the concentration at half of the fitted maximal effect; % of control where 0% means no effect; nearly all actives have a fitted effect of over 45% in size
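H1299 (p53-null), stable ts p53-A138V + BP100-Luc; 1000 cells/well, Opti-MEM/10% FBS; cpd 4 pt, 1:5; 24 h, 37 deg C, 5% CO2; detection reagent 10 min RT; luminescence.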
A-T KAP1 phos: qHTS Assay for Identifying a Potential Treatment of Ataxia-Telangiectasia; […] A-T fibroblasts, KAP-1 phosphorylation AlphaLISA; neocarzinostatin DNA damage 30 min before lysis; Potency, µM (doses to about 57.5 µM), for inactives: at the highest dose activation, most hits filed as activators; actives 0.19% (n = 320,000); AID 485349, 2010; further: potency means the concentration at half of the fitted maximal effect; % of control where 0% means no effect; nearly all actives have a fitted effect of over 45% in size
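ATM-like activity read as KAP-1 phosphorylation via AlphaLISA donor/acceptor antibody pairs after lysis and 6 hr at 25C. Cells were ATM-null patient fibroblasts ([…], hTERT), dosed 60 min, then exposed to the DSB inducer NCS for 30 min.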
BRCA1 expr act: qHTS Assay to Identify Small Molecule Activators of BRCA1 Expression. actives 1.1% (n = 380,000). MCF7-BRCA1-FFLuc reporter, luminescence, 48 h; response scale: scaled: vehicle 0%, 10 µM genistein 100%. AID 624202, 2012. Potency, µM (top dose mostly 46.1 µM), inactives show at the highest dose activation, hits mostly activators; further: potency means the concentration at half of the fitted maximal effect; nearly all actives have a fitted effect of over 80% in size; some results filed as inactive show a strong effect at the top dose
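MCF7-BRCA1-FFLuc cells, 2000/well in phenol-red-free MEM, attached 2 h then treated 48 h at 37 C. Luciferase luminescence read 15 min after reagent; normalized to genistein maximum activation (10microM) and DMSO, concentration-response fitted.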
Starred values were filed as active, the others as inactive; ? = inconclusive; / = no result given; [ ] = another dose, or the depositor's remark. Unless noted, the call rests on the fitted dose curve; in most records, active means well fitted curve in the direction sought with a large enough effect; inconclusive means small, poorly fitted or top-dose-only effect, or another doubt; inactive means no such curve, though single readings can be large; an effect the other way counts as inactive or inconclusive.

SMILES	B2AR arrestin	MLL CXXC-DNA inh	TRPV1 ag	TCR activator	PTAP TSG101 blk	a7 integrin act	ELG1 repair inh	p53 reactivation	A-T KAP1 phos	BRCA1 expr act
O=C(NC1CCCCC1)C(c1ccncc1)N(C(=O)c1csnn1)c1ccccc1 (centres undefined)	-0.7%	8%	3	0%	-4%	-12%	7%	4%	4%	-7%
CN(C)c1nc(NCc2ccccc2)nc(N/N=C/c2ccccc2F)n1	0.1%	0%	23	/	/	/	?	-1%	0%	/
CC(C)C(=O)Nc1ccc(C(=O)NNC(=O)c2ccco2)cc1	0.1%	-5%	5	-2%	-7%	34%	28%	5%	7%	-2%
CCOC(=O)C1=C(C)N(CC(C)C)C(=O)C1	0.1%	-8%	3	2%	-4%	-12%	2%	-3%	3%	9%
CCOC(=O)[C@H]1[C@H]2COc3cc(OC)ccc3[C@@H]2N2C(=O)N(c3cccc(Cl)c3)C(=O)[C@@]12C	0.5%	-6%	3	1%	-4%	-13%	-21%	/	1%	-35%
Cc1nc2ccccc2c(=O)n1NCc1cc(Br)cs1	-0.4%	13%	?	0%	-1%	6%	?	22%	-6%	-34%
Cc1c(Cc2ccc3c(c2)OCO3)sc(NC(=O)C2CC2)c1C(N)=O	-0.9%	6%	8	4%	-9%	-30%	?	-5%	-5%	-24%
NC(=O)CC(NC(=O)Cc1ccc(Br)cc1)c1ccc(NCc2ccc(F)cc2)c([N+](=O)[O-])c1 (centres undefined)	-0.1%	-12%	2	1%	-3%	-30%	-11%	-8%	-5%	-11%
CCOC(=O)Cc1csc(NC(=O)Nc2cccc(Cl)c2)n1	-0.7%	0%	4	-1%[46.1 µM]	-1%	-20%	-19%	26%	5%	27%
O=c1[nH]c2ccc(Cl)cc2c(O)c1Cc1ccccc1	4.1%	1%	4	-3%	-3%	9%	-13%	-5%	-2%	0%
CCCCSc1nnc2n(CCc3ccccc3)c(=O)c3c4c(sc3n12)COC(C)(C)C4	0.3%	6%	?	-3%	0%	21%	-16%	0%	4%	34%
COCCN(C(=S)Nc1cccc(C)c1)C(C)c1cccnc1 (centres undefined)	0.1%	0%	1	-5%	-8%	-4%	12%	0%	2%	14%
CCCn1nc(NC(=O)c2ccco2)c2cc3ccc(C)cc3nc21	-0.1%	-3%	?	0%	0%	3%	?	1%	26%	-28%
Cc1ccccc1C(=O)N1CCC(C(=O)Nc2ccccc2N2CCCC2)CC1	-0.1%	/	8	6%	-1%	-3%	?	4%	-6%	9%
O=C1CC(=C2c3ccccc3-c3ccccc32)C(=O)N1CCCCN1CCN(c2ccccc2)CC1	-0.5%	3%	9	-2%[46.1 µM]	-1%	-41%	-11%	0%	/	-42%
COc1cc(Br)cc(/C=N/N(CCO)C2=NS(=O)(=O)c3ccccc32)c1OC	-0.6%	36%[activator]	-2	-2%	-5%	-20%	29%	-1%	-5%	-57%
COc1cccc(NC(=O)CSc2nc3ccccc3c(=O)n2C)c1	-1.0%	7%	14	/	-5%	-41%	9.2µM*	/	23%	-17%
COc1ccc2c(CC(=O)Nc3nccs3)coc2c1	0.1%	-5%	-1	-9%	-2%	-11%	?	-2%	0%	63%
O=C(N/N=C/c1cccs1)C1COc2ccccc2O1 (centres undefined)	-0.1%	2%	?	-1%	-7%	6%	4%	-2%	0%	-17%
CC(=O)N1CCc2cc(S(=O)(=O)NCCC(=O)NCCc3ccccc3)ccc21	-0.3%	-2%	-6	2%	0%	6%	-4%	-4%	-5%	-14%
CN(C)/N=C/c1ccc(N2CCOCC2)cc1	2.7%	1%	3	8%	-1%	-5%	?	18%	0%	?
Cc1cccc(C(=O)c2cnc3ccccc3c2-c2ccccc2)c1	-0.2%	6%	-2	-6%	-5%	-31%	?	-11%	10%	-38%
CCS(=O)(=O)NCCc1cc2cc(C)c(C)cc2[nH]c1=O	0.0%	1%	-2	13%	-4%	0%	10%	0%	-3%	-11%
COc1ccc(CCn2c(C)ccc2C)cc1OC	-0.3%	-6%	-1	-2%[46.1 µM]	/	/	-27%	1%	0%	/
COc1ccc(N2CCN(C(CNC(=O)C(=O)NCc3cccs3)c3ccco3)CC2)cc1 (centres undefined)	0.0%	-4%	4	-2%	-4%	-21%	?	1%	-6%	8%

Profiles as entered above. Values in the order: B2AR arrestin | MLL CXXC-DNA inh | TRPV1 ag | TCR activator | PTAP TSG101 blk | a7 integrin act | ELG1 repair inh | p53 reactivation | A-T KAP1 phos | BRCA1 expr act
Shown for COc1cccc(NC(=O)CSc2nc3ccccc3c(=O)n2C)c1 → -1.0% | 7% | 14 | / | -5% | -41% | 9.2µM* | / | 23% | -17%
Shown for Cc1c(Cc2ccc3c(c2)OCO3)sc(NC(=O)C2CC2)c1C(N)=O → -0.9% | 6% | 8 | 4% | -9% | -30% | ? | -5% | -5% | -24%
Shown for COc1ccc(CCn2c(C)ccc2C)cc1OC → -0.3% | -6% | -1 | -2%[46.1 µM] | / | / | -27% | 1% | 0% | /
Shown for CCOC(=O)Cc1csc(NC(=O)Nc2cccc(Cl)c2)n1 → -0.7% | 0% | 4 | -1%[46.1 µM] | -1% | -20% | -19% | 26% | 5% | 27%

Next section:
SMILES	B2AR arrestin	MLL CXXC-DNA inh	TRPV1 ag	TCR activator	PTAP TSG101 blk	a7 integrin act	ELG1 repair inh	p53 reactivation	A-T KAP1 phos	BRCA1 expr act
O=C(N/C(=C/c1cccs1)C(=O)N1CCOCC1)c1ccccc1	0.2%	?	-2	-1%	-1%	-22%	9%	2%	2%	18%
[N-]=[N+]=CC(=O)C(O)(c1ccccc1)C(Cl)c1ccccc1 (centres undefined)	/	/	/	-3%	1%	?	/	/	/	-5%
C=CCn1c(CCNC(=O)c2cccs2)nnc1SCC(=O)c1ccc(Cl)cc1	-0.1%	6%	1	-7%	-5%	0%	9%	1%	1%	-35%
C=CCCCCCCCC(=O)OC	-0.4%	22%	-1	-4%	-6%	7%	-15%	2%	/	9%
COc1cc(OC)cc(C(=O)NCCCCNC(=O)c2cc(OC)cc(OC)c2)c1	/	/	/	-2%	-2%	3%	/	/	/	2%
Cc1cc(C)cc(-c2nnc(SCc3ccc(C(=O)O)cc3)o2)c1	0.2%	-6%	?	-9%	-10%	23%	-7%	16%	0%	-29%
COc1ccc(CC(=O)Nc2nc(C(C)(C)C)cs2)cc1	0.3%	49%[activator]	2	1%	-3%	-35%	-6%	10%	-2%	-16%
COc1ccc(OC)c(NC(=O)CCNC(=O)c2ccco2)c1	0.0%	18%	3	9%	4%	8%	-4%	-1%	0%	-6%
Cc1nnn(-c2nonc2N)c1C(=O)N/N=C/c1cccc2ccccc12	-0.2%	4%	-7	12%[46.1 µM]	0%	-25%	9%	-22%	1%	-14%
O=C(OCc1cnc(Cl)s1)c1cccs1	-0.1%	25%	20	-7%	-4%	21%	6%	11%	3%	0%
COc1ccc(-c2nnc3n2N=C(c2cccc(Br)c2)CS3)cc1OC	0.3%	7%	17	/	/	/	19%	1%	7%	/
O=C1c2ccsc2SCCN1Cc1ccccc1	-0.7%	-5%	4	-1%	-9%	19%	6%	-1%	6%	7%
CC(C)(C)c1ccc(CCC2OCC(C[N+]3(C)CCOCC3)O2)cc1 (centres undefined)	-0.4%	4%	2	9%	-6%	3%	-9%	-4%	-4%	16%
CCn1nc(C)c(CN2CCC(n3nccc3NC(=O)Cc3ccccc3)CC2)c1C	-0.8%	30%	-1	0%	/	6%	-8%	-6%	0%	-8%
COc1ccc(OC)c(CN2CCCCCC2)c1	-0.4%	0%	-1	-3%	-6%	8%	-2%	/	-5%	-20%

Just MLL CXXC-DNA inh, for some of the entries so far:
Compound,MLL CXXC-DNA inh
CC(C)(C)c1ccc(CCC2OCC(C[N+]3(C)CCOCC3)O2)cc1 (centres undefined),4%
COc1ccc(-c2nnc3n2N=C(c2cccc(Br)c2)CS3)cc1OC,7%
